High-throughput results as filed in PubChem.
PTHR1 agonist: qHTS for PTHR1 Agonists: Primary Screen; Parathyroid hormone/parathyroid hormone-related peptide receptor (Homo sapiens), Q03431; HEK293 GP2 PTHR1 cells, GloSensor cAMP luminescence, 1 h; Potency, µM (titrated, usually from 115 µM), for inactives: at the top dose activation, actives largely listed as activators; actives 0.075% (n = 410,000); AID 743266, 2014; further: potency means the concentration at half of the fitted maximal effect; nearly all actives have a fitted effect of over 55% in size; some results filed as inactive show a strong effect at the top dose; inactives centre near -15; many of its hits are not listed in these tables
Target sequence (Q03431 whole entry, looked up): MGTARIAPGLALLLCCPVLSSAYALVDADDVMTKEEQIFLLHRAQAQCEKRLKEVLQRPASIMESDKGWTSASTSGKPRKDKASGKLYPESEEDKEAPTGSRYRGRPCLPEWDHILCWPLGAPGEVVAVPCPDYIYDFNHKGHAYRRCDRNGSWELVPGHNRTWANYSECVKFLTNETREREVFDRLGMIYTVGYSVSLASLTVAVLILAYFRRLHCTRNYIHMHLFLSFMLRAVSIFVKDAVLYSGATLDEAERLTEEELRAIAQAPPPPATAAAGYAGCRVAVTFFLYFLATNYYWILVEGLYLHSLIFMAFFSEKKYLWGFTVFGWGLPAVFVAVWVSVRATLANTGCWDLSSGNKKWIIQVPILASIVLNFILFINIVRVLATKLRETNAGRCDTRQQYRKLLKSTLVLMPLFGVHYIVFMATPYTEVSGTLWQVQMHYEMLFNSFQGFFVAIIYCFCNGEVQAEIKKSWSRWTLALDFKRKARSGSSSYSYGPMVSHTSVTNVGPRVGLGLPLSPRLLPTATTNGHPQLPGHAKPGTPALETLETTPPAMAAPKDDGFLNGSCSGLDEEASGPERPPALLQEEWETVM
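HEK-293-derived GP2 cells expressing PTHR1 and a GloSensor cAMP reporter, 3,000/well, plated overnight, given luciferin plus IBMX (each 0.5 mM as added) for 1 h at 37 °C, then compound for 1 h at 37 °C. Luminescence was read after 15 min at room temperature.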
EPAC2 antag: qHTS for Antagonist of cAMP-regulated guanine nucleotide exchange factor 2 (EPAC2): primary screen. Rap guanine nucleotide exchange factor 4 (Homo sapiens), Q8WZA2. EPAC2 GEF exchange of Rap1B-BODIPY-GDP, fluorescence. AID 720708, 2013. actives 0.18% (n = 360,000). Potency, µM (top dose mostly 114 µM), for the others: top-dose activity, negative = inhibition, usual class: inhibitors; further: potency means the concentration at half of the fitted maximal effect; on the % scale 0 is the no-effect control and ±100 the full control effect; nearly all actives have a fitted effect of over 45% in size; many of its hits are not listed in these tables
D3 antag: qHTS of D3 Dopamine Receptor Antagonist: qHTS | D(3) dopamine receptor (Homo sapiens), P35462 | D3R cells, DiscoveRx beta-arrestin luminescence, antagonist mode; active compounds read low | max response, negative = inhibition, % | actives 2.5% (n = 360,000) | AID 652054, 2013; in the data active means max response below about -50%; inconclusive means no clear call, values can overlap the other calls; further: on the % scale 0 is the no-effect control and ±100 the full control effect; mostly tested at two doses, the higher about 12 µM
Target sequence (P35462 whole entry, looked up): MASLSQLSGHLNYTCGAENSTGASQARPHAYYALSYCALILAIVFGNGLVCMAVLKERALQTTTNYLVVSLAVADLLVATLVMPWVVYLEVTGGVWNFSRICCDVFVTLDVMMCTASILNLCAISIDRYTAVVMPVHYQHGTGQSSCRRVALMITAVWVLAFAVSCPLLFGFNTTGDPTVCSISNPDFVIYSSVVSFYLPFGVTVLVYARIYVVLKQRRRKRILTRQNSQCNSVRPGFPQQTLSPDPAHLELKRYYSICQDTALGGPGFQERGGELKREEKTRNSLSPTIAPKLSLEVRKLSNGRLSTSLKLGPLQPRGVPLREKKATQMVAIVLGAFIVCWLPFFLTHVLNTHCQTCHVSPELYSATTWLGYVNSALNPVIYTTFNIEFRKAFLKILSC
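Cells expressing the human receptor were seeded at 1500 cells/well, incubated overnight at 37 degrees C in 5% CO2, then exposed to library compounds with dopamine controls for 90 minutes at 37 degrees C before luminescent detection.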
Mm-Cpn inhibitor: Inhibitors of TCP-1 ring complex (TRiC) of Methanococcus maripaludis (MmCpn): qHTS | Chaperonin Mm-Cpn (Methanococcus maripaludis) | purified Mm-Cpn ATPase, ADP Transcreener TR-FRET | Potency, µM (titrated, usually from 76.9 µM), without a hit: at the top dose activity, negative = inhibition, most hits filed as inhibitors | actives 0.031% (n = 330,000) | AID 504842, 2011; further: potency means the concentration at half of the fitted maximal effect; on the % scale 0 is the no-effect control and ±100 the full control effect; nearly all actives have a fitted effect of over 80% in size
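TR-FRET (320 nm excitation; 590 and 665 nm emission) reports ADP made from 10 uM ATP by 25 nM enzyme; compounds were preincubated 10 min, reaction run 30 min, both at 37°C.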
DRD3 agonist: qHTS of D3 Dopamine Receptor Agonist: qHTS; D(3) dopamine receptor (Homo sapiens), P35462; D3R DiscoveRx beta-arrestin cells, luminescence, 90 min; max activation, %; actives 0.58% (n = 410,000); in the data active means max activation above about 30%; further: 0% is about no effect; mostly tested at two doses, the higher about 12 µM
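Agonist mode: compounds and dopamine controls were applied to plated cells for 90 min at 37 degrees C after an overnight attachment at 1500 cells/well. Luminescent read-out followed 30 - 60 minutes at room temperature with DiscoveRx detection reagent.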
EPAC2 agonist: qHTS for Agonist of cAMP-regulated guanine nucleotide exchange factor 4 (EPAC2): primary screen. Rap guanine nucleotide exchange factor 4 (Homo sapiens), Q8WZA2. EPAC2 activation, biochemical qHTS; response scale: 100% = 6.5 mM cAMP response. Potency, µM (highest dose often 154 µM), for the others: top-dose activation, actives largely listed as activators. actives 0.079% (n = 360,000); further: potency means the concentration at half of the fitted maximal effect; nearly all actives have a fitted effect of over 50% in size
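Setup: EPAC2 100 nM, labeled Rap1B complex 250 nM, free GDP 50 uM. Compound titrations pinned in, brief spin, 5 min room temperature incubation. Kinetic fluorescence read over 30 min, normalized to 6.5 mM cAMP.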
CCT modulator: High-Throughput Screening for Modulators of Cytosolic Chaperonin Activity; actives 0.3% (n = 360,000); AID 651819, 2012; activity change, % (concentration not given with the values), hits read low; purified chaperonin ATPase assay, HTRF ADP detection, 30 min; in the data active means activity change below about -30%; further: on the % scale 0 is the no-effect control and ±100 the full control effect
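We incubate TRiC, 40 or 20 nM final, with library compounds at 76 uM and 10 uM ATP for 30 min at 37 °C. ADP formed is detected with Transcreener HTRF reagents after 30 min at room temperature.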
pAkt inh: HTS Assay for Inhibitors of Akt Phophorylation: Primary Screen. Neuro2A IGF-stimulated pAkt S473 HTRF, 20 min; active compounds read low. activity change, % for hits at 50 µM. actives 0.32% (n = 360,000). AID 651550, 2012; in the data active means activity change below about -80%; inconclusive means mostly about -51% to -80%; further: on the % scale 0 is the no-effect control and ±100 the full control effect
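Neuro2A cells (4,500/well, DMEM with 0.5% FBS) were treated with compound at a single 50 µM final concentration, stimulated with 6 nM IGF for 20 min at 37 °C, and lysed. Phospho-Akt Ser473 was read by HTRF as 665/615 ratio ×10^4.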
Numbers without * were called inactive; i = inactive; ? = inconclusive; · = no result given; [ ] = another dose, or the depositor's remark. Unless noted, the call rests on the fitted dose curve; in most records, active means well fitted curve in the direction sought with a large enough effect; inconclusive means small, poorly fitted or top-dose-only effect, or another doubt; inactive means no such curve, though single readings can be large; an effect the other way counts as inactive or inconclusive. Not all compounds are listed; count on the stated rates, not on these rows.

SMILES	PTHR1 agonist	EPAC2 antag	D3 antag	Mm-Cpn inhibitor	DRD3 agonist	EPAC2 agonist	CCT modulator	pAkt inh
COC(=O)c1ccccc1NC(=S)N(Cc1ccc2c(c1)OCO2)Cc1cc2ccc(OC)cc2[nH]c1=O	i	8%	-19	-23%	-5	10%	0.0	i
O=C(Cn1c(C(=O)NCC2CCCO2)cc2sccc21)c1ccccc1 (stereo not drawn)	-21%	-1%	12	1%	8	6%	-2.0	i
CCCCC(=O)N/N=C(C)/C=C/c1ccccc1F	i	3%	59	0%	3	5%	-2.0	i
CCCCN(C(=O)C1CCCC1)c1c(N)n(Cc2ccccc2)c(=O)[nH]c1=O	-11%	-2%	-3	0%	-5	1%	-0.8	i
O=C(Nc1ccccc1)N1CCCC1c1cccs1 (stereo not drawn)	i	8%	14	-1%	-1	5%	0.9	i
CCC(C(=O)OC)n1cnc2c(nnn2-c2cccc(OC)c2)c1=O (stereo not drawn)	-24%	8%	15	1%	3	4%	1.0	i
O=C(Nc1cccc(C(F)(F)F)c1)c1ccc(-c2ccc(F)c(F)c2)c2ccoc12	-14%	-26%	0	·	2	3%	-0.1	i
CCOc1cc(/C=C(/C#N)c2nc3ccccc3[nH]2)ccc1OCc1ccc(C(=O)O)o1	i	-7%	12	-1%	8	-14%	1.6	i
CN(C)CCCOC(=O)c1sc2ccccc2c1Cl	-2%	-1%	12	-7%	-23	3%	1.0	i
Cc1ccc(NC(=O)Cn2nnc(C(=O)NCc3cccs3)c2N)cc1	i	-7%	25	-1%	1	-6%	-5.8	i
O=C(O)c1ccc(NS(=O)(=O)c2cccc(S(=O)(=O)c3ccc(Cl)c(Cl)c3)c2)cc1	-14%	-12%	-15	-7%	-7	14%	-0.8	i
COc1ccccc1CC1CC(=O)N(c2ccccc2)C1=O (stereo not drawn)	-93%[inhibitor]	7%	-16	1%	-5	4%	0.3	i
CCOc1ccccc1CNc1nnnn1C	i	9%	2	-5%	-9	7%	-0.7	i
O=C(CCCn1nnc2ccccc2c1=O)N[C@@H](Cc1ccccc1)C(=O)O	i	5%	9	-3%	11	4%	-0.8	i
Cc1ccc(-n2nc3ccc(N)cc3n2)cc1	i	7%	-12	-2%	-8	2%	3.4	i
COc1cc2ccccc2cc1C(=O)Nc1nccs1	-13%	13%	0	-3%	5	0%	-5.9	i
Cc1occc1C(=O)NC(C)c1ccc2c(c1)OCO2 (stereo not drawn)	-5%[57.5 µM]	2%	13	-2%	7	3%	-1.5	i
CCOc1cc(-c2c(C)c(CC)nc(N)c2C#N)ccc1O	-42%[inhibitor]	16%	25	0%	-4	-5%	2.3	i
O=C(OCCCOC(=O)c1ccc([N+](=O)[O-])o1)c1ccc([N+](=O)[O-])o1	i	-2%	-19	-1%	-10	-3%	1.5	i
COc1ccc2[nH]cc(C(=O)CN3CCC(C)CC3)c2c1	i	-17%	-15	1%	-14	3%	3.1	i
CC(=O)Nc1ccc(S(=O)(=O)NCC(=O)OCC(=O)N2CC(C)OC(C)C2)cc1 (stereo not drawn)	-17%	0%	10	1%	0	-3%	0.0	i
O=C(NC1CCCCC1)c1ccc(Cn2cc(Cl)cn2)cc1	i	3%	14	-1%	1	-1%	-1.7	i
O=C(Cc1ccc(Cl)cc1)Nc1ccc(Br)cc1	-11%	-13%	-10	1%	-15	6%	-3.9	i
CCn1c(C(=O)N2CCC(C(=O)NCc3ccc(OC)cc3)CC2)cc2sccc21	-2%	-2%	2	-1%	6	1%	-0.7	i
Cn1cccc1C(=O)OCC(=O)N1CC(=O)Nc2ccccc21	9%	-7%	-2	?	9	2%	1.2	i
COc1ccccc1N1CCN(CC(=O)NC(=O)NCc2ccco2)CC1	-13%	-7%	-22	0%	-17	6%	-3.1	i
Cc1ccc(SCCN)cc1C	i	3%	8	0%	-6	4%	-1.9	i
COc1cc(C(=O)OCC(=O)N(C)c2ccccc2)cc(OC)c1OC	-32%[inhibitor]	4%	5	0%	12	4%	-1.2	i
COC(=O)[C@@]12C[C@@H](CC(=O)NCC3CCCCC3)C(=O)N(Cc3ccc4c(c3)OCO4)C1=CCC(C)(C)C2	-46%[inhibitor]	-22%	6	·	-2	6%	·	i
O=C(CCC(=O)NNc1nc2ccccc2c2nc(-c3ccccc3)nn12)NCCCN1CCOCC1	i	8%	60	-1%	-2	4%	-0.7	i
CN(C)c1nc(NS(=O)(=O)c2ccc(Cl)cc2)nc(N(C)C)n1	-11%[57.5 µM]	-5%	-14	0%	14	13%	-1.3	i
O=C(COc1ccccc1-c1ccccc1)N/N=C/c1ccc2ccccc2c1	-18%	7%	-3	-2%	2	1%	-0.2	i
CN(C(=O)c1ccccc1)c1ccc(OCC(=O)NC2CCS(=O)(=O)C2)cc1 (stereo not drawn)	i	-3%	-12	0%	1	8%	-2.0	i
COc1cccc(C(=O)N2CCCC(c3nc(-c4cccs4)no3)C2)c1 (stereo not drawn)	i	6%	4	0%	-14	2%	1.6	i
COc1cccc(CN2CCN(S(=O)(=O)c3ccc(Cl)s3)CC2)c1	-19%	-6%	-19	-2%	-2	11%	0.3	i
Cc1nnc(-c2cnn(-c3ccccc3)c2N)n1Cc1ccncc1	i	6%	-24	2%	5	-6%	-1.6	i
Cc1cc(C(=O)OCCO)c(C#N)c(N)n1	-17%[57.5 µM]	-1%	-21	-2%	-7	9%	0.7	i
Cc1ccc(NC(=O)N(C2=NCC(C)S2)c2ccccc2)cc1 (stereo not drawn)	i	-3%	22	·	1	1%	-8.1	i
O=[N+]([O-])c1cccc(-c2nc(-c3ccccc3)c(-c3cccs3)[nH]2)c1	-2%[57.5 µM]	2%	?	1%	-5	2%	-2.6	i
COc1ccc(-n2nc([N+](=O)[O-])c(=NCCc3ccccc3)n2O)cc1	-4%	-1%	9	-1%	-9	12%	-1.3	i
O=S(=O)(NC1CCCCC1N1CCCCC1)c1ccc(Cl)cc1 (stereo not drawn)	i	-8%	7	0%	1	8%	0.5	i
CC1CCN(C(=O)c2ccc3c(c2)OCCO3)CC1	-12%	19%	0	-1%	-13	1%	0.3	i
O=C1C=C(NCCc2cc(Br)c(O)c(Br)c2)C(=O)c2ncccc21	-39%[inhibitor]	79µM*	?	·	-24	-1%	1.7	i
Cc1cc(OCC(=O)Nc2ccncc2)ccc1Br	-19%[57.5 µM]	4%	21	1%	-3	-4%	-0.5	i
COc1cc2[nH]c(=S)nc(NCCCOC(C)C)c2cc1OC	-18%	-5%	-78*	-11%	-2	-5%	-3.0	i
CCN(Cc1cc2ccccc2[nH]c1=O)C(=O)C(C)C	-7%[57.5 µM]	14%	-16	1%	-5	-1%	-0.9	i
CCCCCCc1ccc(OCC(=O)OC)cc1OCC(=O)OC	i	-14%	6	-3%	6	3%	1.6	i

Exported bar-delimited: 16 of the compounds above.
compound | PTHR1 agonist | EPAC2 antag | D3 antag | Mm-Cpn inhibitor | DRD3 agonist | EPAC2 agonist | CCT modulator | pAkt inh
O=C(COc1ccccc1-c1ccccc1)N/N=C/c1ccc2ccccc2c1 | -18% | 7% | -3 | -2% | 2 | 1% | -0.2 | i
CN(C(=O)c1ccccc1)c1ccc(OCC(=O)NC2CCS(=O)(=O)C2)cc1 (stereo not drawn) | i | -3% | -12 | 0% | 1 | 8% | -2.0 | i
COc1cccc(C(=O)N2CCCC(c3nc(-c4cccs4)no3)C2)c1 (stereo not drawn) | i | 6% | 4 | 0% | -14 | 2% | 1.6 | i
COc1cccc(CN2CCN(S(=O)(=O)c3ccc(Cl)s3)CC2)c1 | -19% | -6% | -19 | -2% | -2 | 11% | 0.3 | i
Cc1nnc(-c2cnn(-c3ccccc3)c2N)n1Cc1ccncc1 | i | 6% | -24 | 2% | 5 | -6% | -1.6 | i
Cc1cc(C(=O)OCCO)c(C#N)c(N)n1 | -17%[57.5 µM] | -1% | -21 | -2% | -7 | 9% | 0.7 | i
Cc1ccc(NC(=O)N(C2=NCC(C)S2)c2ccccc2)cc1 (stereo not drawn) | i | -3% | 22 | · | 1 | 1% | -8.1 | i
O=[N+]([O-])c1cccc(-c2nc(-c3ccccc3)c(-c3cccs3)[nH]2)c1 | -2%[57.5 µM] | 2% | ? | 1% | -5 | 2% | -2.6 | i
COc1ccc(-n2nc([N+](=O)[O-])c(=NCCc3ccccc3)n2O)cc1 | -4% | -1% | 9 | -1% | -9 | 12% | -1.3 | i
O=S(=O)(NC1CCCCC1N1CCCCC1)c1ccc(Cl)cc1 (stereo not drawn) | i | -8% | 7 | 0% | 1 | 8% | 0.5 | i
CC1CCN(C(=O)c2ccc3c(c2)OCCO3)CC1 | -12% | 19% | 0 | -1% | -13 | 1% | 0.3 | i
O=C1C=C(NCCc2cc(Br)c(O)c(Br)c2)C(=O)c2ncccc21 | -39%[inhibitor] | 79µM* | ? | · | -24 | -1% | 1.7 | i
Cc1cc(OCC(=O)Nc2ccncc2)ccc1Br | -19%[57.5 µM] | 4% | 21 | 1% | -3 | -4% | -0.5 | i
COc1cc2[nH]c(=S)nc(NCCCOC(C)C)c2cc1OC | -18% | -5% | -78* | -11% | -2 | -5% | -3.0 | i
CCN(Cc1cc2ccccc2[nH]c1=O)C(=O)C(C)C | -7%[57.5 µM] | 14% | -16 | 1% | -5 | -1% | -0.9 | i
CCCCCCc1ccc(OCC(=O)OC)cc1OCC(=O)OC | i | -14% | 6 | -3% | 6 | 3% | 1.6 | i
